Screening data (PubChem)
LAP4 TOR yeast = modulators of TOR pathway LAP4-GFP in S. cerevisiae | S. cerevisiae LAP4-GFP multiplex, flow cytometry GFP, 3 h; median GFP as percent of DMSO wells | GFP response vs DMSO, % at 10 µM | 320,000 compounds, 0.34% hits | AID 2023;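 active = GFP response vs DMSO above a set limit, about the screen mean plus 3 SD, cut at about 150% in these data; inconclusive = under 70 cell events counted for the yeast strain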
CIT2-GFP yeast = yeast TOR pathway CIT2-GFP modulation | S. cerevisiae CIT2-GFP strain, flow cytometry, 3 h; 100 means same as DMSO wells | AID 2029 | 320,000 compounds, 0.065% hits | GFP response vs DMSO, % at 10 µM;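 active = GFP response relative to DMSO above a set limit, near the screen mean plus 3 SD, cut at about 150% in these data; inconclusive = Fewer than 70 cells measured for a yeast strain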;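 also: ratio of well median GFP fluorescence to mean of DMSO wells on the plate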
MEP2-GFP yeast = modulators of TOR pathway MEP2-GFP in S. cerevisiae | GFP response vs DMSO, % at 10 µM | AID 2016 | S. cerevisiae MEP2-GFP strain, flow cytometry GFP, 3 h; 100% = DMSO control level | 330,000 compounds, 0.51% hits;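 active = GFP response versus DMSO above a set limit, roughly screen mean plus 3 SD, cut at about 180% in these data; inconclusive = fewer than 70 cells counted for a yeast strain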;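 also: median GFP fluorescence of the barcode-gated MEP2-GFP cells per well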
VLA-4 inh = inhibition in a human VLA-4 binding assay | P13612 | VLA-4 expressing cells, ligand binding flow cytometry | inhibition, % (about 7 µM as worked out from the volumes in the protocol) | 330,000 compounds, 0.2% hits; in the data active = inhibition above about 50%
Yeast superoxide = lowers age-related superoxide in aged yeast cells; S. cerevisiae aged cells, superoxide DHE fluorescence; active compounds read low; superoxide response (% of plate mean), % at 10 µM; 330,000 compounds, 0.18% hits; AID 2690;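 active = superoxide response under a set limit, about three screen SD below normal, cut at about 65% in these data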;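 also: yeast aged for seven days with compound at 30 °C before DHE staining; 100% = average MFI of all compound-treated wells on the plate with controls excluded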
RPL19A TOR yeast = yeast TOR pathway RPL19A-GFP modulation; percent response vs DMSO, % at 10 µM; 330,000 compounds, 0.3% hits; S. cerevisiae RPL19A-GFP strain, flow cytometry, 3 h; active compounds read low;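 active = percent response vs DMSO below 50%; inconclusive = fewer than 70 events counted for the yeast strain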;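 also: median channel GFP fluorescence of the barcoded RPL19A-GFP strain; ratio of sample median GFP to plate DMSO average so 100% = DMSO; lower means less RPL19A-GFP as with rapamycin TOR inhibition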
AGP1 TOR yeast = alters AGP1-GFP fluorescence in TOR pathway yeast screen; S. cerevisiae AGP1-GFP multiplex flow cytometry, 3 h; GFP as percent of DMSO wells; GFP response vs DMSO, % at 10 µM; 320,000 compounds, 0.02% hits; AID 2066;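 active = GFP response relative to DMSO above a set limit, near screen average plus 3 SD, cut at about 150% in these data; inconclusive = fewer than 70 cells counted for the yeast strain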;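 also: median GFP channel fluorescence of the gated AGP1 strain per well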
GRK2 aptamer HTS = blocks RNA aptamer binding to human GRK2; P25098; bead flow cytometry, FAM-aptamer displacement from GRK2; inhibition of aptamer binding, % at 10 µM; 330,000 compounds, 0.59% hits; AID 488847;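 active = inhibition of aptamer binding above 40%, roughly 3 SD of noise, on plates passing a quality check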;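 also: median bead fluorescence of bound FAM aptamer so fluorescent compounds give negative values; no value below 0 was filed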
Target sequence (P25098 whole entry, looked up): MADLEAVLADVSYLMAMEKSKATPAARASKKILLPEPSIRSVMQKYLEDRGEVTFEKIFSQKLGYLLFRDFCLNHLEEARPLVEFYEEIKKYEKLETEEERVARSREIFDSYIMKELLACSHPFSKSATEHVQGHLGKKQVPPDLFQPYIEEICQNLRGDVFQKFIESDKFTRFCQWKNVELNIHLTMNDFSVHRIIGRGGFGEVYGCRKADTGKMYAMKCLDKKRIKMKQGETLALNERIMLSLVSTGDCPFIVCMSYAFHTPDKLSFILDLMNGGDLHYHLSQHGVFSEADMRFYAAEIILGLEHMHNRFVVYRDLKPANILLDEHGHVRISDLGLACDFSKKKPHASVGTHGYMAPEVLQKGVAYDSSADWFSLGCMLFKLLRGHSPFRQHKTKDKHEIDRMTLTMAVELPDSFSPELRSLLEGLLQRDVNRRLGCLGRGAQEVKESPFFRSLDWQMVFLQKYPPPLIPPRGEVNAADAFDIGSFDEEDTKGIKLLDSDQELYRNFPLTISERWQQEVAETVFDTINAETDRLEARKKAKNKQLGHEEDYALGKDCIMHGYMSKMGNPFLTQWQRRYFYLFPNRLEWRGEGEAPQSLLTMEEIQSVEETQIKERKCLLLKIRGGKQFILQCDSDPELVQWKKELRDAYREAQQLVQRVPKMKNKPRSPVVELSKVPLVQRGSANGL
* = called active by the depositor; i = inactive; ? = inconclusive; nt = no result given.

SMILES	LAP4 TOR yeast	CIT2-GFP yeast	MEP2-GFP yeast	VLA-4 inh	Yeast superoxide	RPL19A TOR yeast	AGP1 TOR yeast	GRK2 aptamer HTS
CCCCCCN(C(=O)CCCCCN1C(=O)NC(c2ccc(-c3ccccc3)cc2)C(C(=O)OCc2ccccc2)=C1C)C(C(=O)NCCCC)c1ccc(OCC(=O)OC)c(C(=O)OC)c1 (stereo unspecified)	97	98	98	3	101	99	101	2
CN(CCOc1ccc(Cl)cc1)CC(=O)Nc1ccc(OC(F)F)cc1	96	98	106	8	86	104	96	0
O=C(CCn1cccc1)NCc1ccc2c(c1)OCO2	90	93	97	-10	88	96	92	0
CCCc1cc(=O)oc2cc(OCC(=O)Nc3ccc4c(c3)OCCO4)ccc12	101	103	107	3	93	95	109	0
COc1ccccc1NS(=O)(=O)c1ccc(C(=O)OCC(=O)NCc2ccco2)cc1	89	96	94	2	104	90	93	3
Cn1c(-c2ccc(C(F)(F)F)cc2)cc2onc(-c3ccccc3)c2c1=O	105	103	91	-9	108	104	86	0
CCOC(=O)C1=C(O)/C(=C/c2ccc(OCC(=O)O)c(OCC)c2)SC1=Nc1ccccc1	113	100	100	-18	105	97	102	3
CC(C)c1nnc(NC(=O)CS(=O)(=O)c2ccccc2)s1	88	106	98	14	96	97	91	6
COc1cccc(CNC(C)C(=O)Nc2ccc(S(=O)(=O)N3CCCC3)cc2)c1 (stereo unspecified)	95	95	103	2	110	99	97	1
COc1ccc(N2CCN(Cc3oc(CO)cc(=O)c3O)CC2)cc1	103	103	102	-2	109	110	101	2
CCOC(=O)c1ccc(NC(=O)Nc2ccccn2)cc1	100	99	100	1	104	102	93	1
Clc1ccc(/C=N/c2c(-c3ccc(Cl)cc3)nc3n2CCS3)cc1	92	97	95	26	124	96	93	0
Cc1c(Cl)cccc1NC(=O)Cc1ccc([N+](=O)[O-])cc1	94	100	103	-10	93	99	99	0
CC1CCc2c(C(=O)Nc3ccc(N4CCOCC4)cc3)csc2C1 (stereo unspecified)	138	81	102	15	80	99	84	1
COc1ccc(C2NC(=O)C(C#N)=C(S)N2c2cccc(C)c2)cc1OC (stereo unspecified)	80	82	?	1	98	94	92	0
COC(=O)[C@H](C)NC(=O)Nc1ccc(OC)c(OC)c1	106	109	101	13	95	101	101	2
Cc1nc2cc(-c3ccccc3)nn2c(C)c1CCC(=O)NCc1ccco1	100	96	94	-15	100	95	97	4
NS(=O)(=O)c1cc(C(=O)O)c(NCc2ccco2)cc1Cl	104	80	99	33	90	100	91	0
CCc1ccccc1NC(=O)CN(C)C(=O)CSc1nc2cc(Cl)ccc2s1	87	96	100	7	73	97	92	1
C=CCN(C(=O)CCS(=O)(=O)c1cccc2nsnc12)c1ccccc1	97	100	104	13	109	104	100	0
C=CCN(CC=C)C(=S)Nc1ccc2nsnc2c1	109	101	102	-4	90	107	105	2
COc1ccc(CNC(=O)[C@H](C)N2C(=O)N3CCc4c([nH]c5ccccc45)[C@@]3(C)C2=O)cc1OC	106	102	112	-32	105	102	106	2
COc1ccc(/C=N/Nc2ccc(C(F)(F)F)cc2[N+](=O)[O-])cc1O	103	104	111	19	110	107	107	0
CC(=O)NC(C)C(c1cccs1)N1CCN(c2ccccc2)CC1 (stereo unspecified)	98	101	97	9	103	96	97	2
Cc1ccc2nc(N3CCN(Cc4nnnn4Cc4ccccc4)CC3)c(C#N)cc2c1	103	94	98	-26	118	95	97	2
CCc1ccc(-c2csc3[n+]2CCN3C(C)=O)cc1	101	103	109	-11	95	97	109	0
COc1cc(NC(=O)c2cccs2)c(C(=O)OCC(=O)c2cc(C)n(-c3ccc(F)cc3)c2C)cc1OC	93	105	117	-20	103	98	98	2
Cc1ccc(C(C)C)c(OCC(=O)Nc2cccc(S(=O)(=O)NC3=NCCCCC3)c2)c1	90	91	93	-9	76	94	94	1
O=C(CCc1c[nH]c2ccccc12)NCCc1ccccc1	90	96	109	-5	91	101	97	2
O=C(CSc1ncccn1)Nc1ccc2c(c1)CCC2	95	99	99	-6	95	99	97	4
COc1ccc(N2CCN(C3CCCN(C(=O)CN4CCOC4=O)C3)CC2)cc1 (stereo unspecified)	98	103	106	-3	115	102	99	20
COc1cc(/C=N/n2nnnc2N)ccc1OCC(N)=O	90	96	110	24	97	99	96	2
COc1ccc(OC)c(-n2c(=S)[nH]c3cc(C(=O)NCCCN4CCCC4=O)ccc3c2=O)c1	97	97	105	28	113	95	97	0
CCN(CC)c1ccc(/C=C/c2ccc3ccc(OC)cc3[n+]2CC)cc1	104	108	125	i	109	102	94	22
COc1cccc(-c2csc(NC3OC(=O)c4c3ccc(OC)c4OC)n2)c1 (stereo unspecified)	108	85	96	-56	99	90	98	0
CN(CC(=O)Nc1ccc(OC(F)(F)F)cc1)S(=O)(=O)c1cnc[nH]1	102	96	103	7	89	103	99	1
COC(=O)c1nc2n(n1)C(c1cccc(Cl)c1)C1=C(CC(C)(C)CC1=O)N2 (stereo unspecified)	104	102	95	1	94	102	104	1
CC(OC(=O)Cc1c[nH]c2ccccc12)C(=O)N(C)c1ccccc1 (stereo unspecified)	98	89	94	18	117	96	98	9
COCCn1c(C(C)C)nc2oc3ccccc3c(=O)c2c1=O	95	106	118	2	74	100	103	0
COc1ccc(S(=O)(=O)N2Cc3ccccc3CC2C(=O)O)cc1OC (stereo unspecified)	98	96	101	36	96	96	101	0
COc1cccc(C(O)c2nc3ccccc3n2C)c1 (stereo unspecified)	99	106	108	5	107	106	102	28
CCOC(=O)C1CCN(C(=O)COc2ccc(S(=O)(=O)NC(C)C)cc2)CC1	96	62	92	21	106	111	71	2
C#CCOC(=O)c1cc(Cl)c(=O)n(Cc2ccc(Cl)cc2Cl)c1	99	105	104	3	96	103	98	3
O=C(CCC(=O)N1CCN(S(=O)(=O)c2ccc3ccccc3c2)CC1)NCC(F)(F)F	95	101	104	-6	96	102	101	0
O=C(NCC1CCCO1)c1cn(Cc2ccccc2)nc1-c1ccc(Cl)cc1 (stereo unspecified)	113	88	104	19	102	99	102	45*

2 entries from above, bar-delimited:
Molecule | LAP4 TOR yeast | CIT2-GFP yeast | MEP2-GFP yeast | VLA-4 inh | Yeast superoxide | RPL19A TOR yeast | AGP1 TOR yeast | GRK2 aptamer HTS
CC(OC(=O)Cc1c[nH]c2ccccc12)C(=O)N(C)c1ccccc1 (stereo unspecified) | 98 | 89 | 94 | 18 | 117 | 96 | 98 | 9
COCCn1c(C(C)C)nc2oc3ccccc3c(=O)c2c1=O | 95 | 106 | 118 | 2 | 74 | 100 | 103 | 0

Other records
SMILES	LAP4 TOR yeast	CIT2-GFP yeast	MEP2-GFP yeast	VLA-4 inh	Yeast superoxide	RPL19A TOR yeast	AGP1 TOR yeast	GRK2 aptamer HTS
C(#CCN1CCOCC1)COCCOC(c1ccccc1)c1ccccc1	102	99	102	8	78	98	105	0
Cc1csc(NC(=O)CCC(=O)N(CC(=O)NC2CCCC2)Cc2ccco2)n1	92	94	96	5	104	101	96	1
COc1ccc2[nH]c(C(=O)N3CCC(n4nccc4NC(=O)C4CC4)CC3)c(C)c2c1	90	101	99	17	98	99	97	0
Cc1ccc(NS(=O)(=O)c2cc([N+](=O)[O-])ccc2N/N=C/c2sc(N3CCOCC3)nc2-c2ccccc2)c(C)c1	96	93	100	-351	97	99	92	0
CCOC(=O)c1cc2occc2n1CC(=O)NCCOC	92	97	104	-11	91	94	90	1
CCOc1ccccc1NC(=O)C(CC(C)C)NC(=O)C1CCCCC1 (stereo unspecified)	101	100	98	10	102	99	105	0
CCOC(=O)Cc1c(C)nc2c(C#N)c[nH]n2c1=O	93	91	97	5	111	91	nt	0
Cc1cc(C)n2nc(C(=O)OCC(=O)c3ccccc3)nc2n1	131	105	118	0	82	107	118	0
CC(=O)c1sc(N2CCOCC2)nc1-c1ccccc1	109	97	100	20	108	94	94	0
Cc1[nH]n(-c2ccc(Cl)cc2)c(=O)c1/C=N/n1c(C)nc2ccccc2c1=O	115	89	102	7	109	102	97	4
C/C(=N\O)C(C)(C)NC(=O)Nc1ccc(Cl)cc1	100	102	101	25	81	97	106	2
Cc1cc(=O)[nH]c2nnc(SCC(=O)N3CC(C)OC(C)C3)n12 (stereo unspecified)	101	83	91	1	101	95	103	0
COC(=O)C(C#N)C(c1cccnc1)c1c(C)[nH][nH]c1=O (stereo unspecified)	101	100	101	4	95	102	112	2
COc1cccc(OC)c1C(=O)Nc1ccccc1C(=O)N1CCOCC1	101	104	101	0	95	99	102	0
CCCNC(=O)CSc1nc(COc2ccccc2)nc2ccccc12	115	94	106	-1	93	98	103	2
CCOC(=O)CNC(=O)N1CCCC(Cc2ccccc2)(C(=O)OCC)C1 (stereo unspecified)	90	109	113	-8	94	110	109	2
Cc1ccc(C(=O)Nc2nc(-c3ccccn3)cs2)o1	133	98	101	4	89	97	103	0
O=C(COc1ccc(Cl)cc1[N+](=O)[O-])N1CCCCC1	94	98	97	9	106	99	100	0
O=C1C2C3C=CC(C3)C2C(=O)N1Nc1ccc([N+](=O)[O-])cc1[N+](=O)[O-] (stereo unspecified)	106	108	115	2	98	105	111	4
CN(C)c1ccc(-c2cc([C@H]3[C@@H]4C=CCC[C@@]4(C)C(=O)N3Cc3ccccc3)ccc2F)cc1	104	97	112	5	100	103	117	0
CCN(CC)C(=O)CSc1nc2cc3c(cc2c(=O)n1CCCCCC(=O)NCc1ccc(OC)cc1)OCO3	106	111	107	-4	118	104	111	0
COC(=O)c1sccc1NC(=S)N1CCN(c2cccc(C)c2C)CC1	98	107	104	-1	91	103	108	0
O=C(O)c1ncn(Cc2ccc(Br)cc2)c1C(=O)O	93	108	94	6	93	98	103	3
COC(=O)C1=C(CS(=O)(=O)c2ccccc2)NC(=O)NC1c1ccccc1 (stereo unspecified)	103	102	102	16	88	102	102	3
CCCNC(=O)c1c[nH]c2ccc(S(=O)(=O)N(C)c3ccc(OCC)cc3)cc2c1=O	97	110	108	0	125	114	106	0
CCCOP(=O)(OCCC)C(Nc1ccc(C(C)C)cc1)c1ccc([N+](=O)[O-])cc1 (stereo unspecified)	98	91	103	3	114	97	91	0
CC(=O)Nc1cc2nc(C)n(Cc3ccc([N+](=O)[O-])cc3)c2nc1C	87	103	103	7	90	106	101	0
O=C(CNc1cccc(C(F)(F)F)c1)N/N=C/c1ccccc1C(=O)O	100	100	98	13	101	100	102	0
CN1C(=O)/C(=C/c2cn(CC(=O)N3CCCCC3)c3ccccc23)NC1=S	62	90	94	-2	96	101	90	0
COc1cc(C(=O)OCC(=O)Nc2c(F)c(F)c(F)c(F)c2F)cc(OC)c1OC	108	99	95	-10	111	100	93	1
O=C(CN1CCOCC1)Nc1c(Cl)cc(Cl)cc1Cl	103	100	104	3	107	115	105	0
O=C(O)c1cccc(NC(=O)c2ccccc2NC(=O)c2ccccc2F)c1	84	90	100	2	102	94	88	0
Cc1ccccc1N1C(S)=C(C#N)C(=O)NC1c1cccs1 (stereo unspecified)	102	99	103	-8	104	101	105	0
Cc1nn2c(N)c(C#N)cnc2c1-c1ccc(Cl)cc1	92	90	92	-9	94	88	nt	2
O=C(O)c1cccnc1SCc1ccccc1Cl	100	101	98	1	96	97	95	0
COc1ccc(Cl)cc1N1C(=O)C2CCCN2C1c1ccc(F)c(F)c1 (stereo unspecified)	103	101	108	-16	114	101	105	0

Some values from the entries so far.
COc1ccc(Cl)cc1N1C(=O)C2CCCN2C1c1ccc(F)c(F)c1 (stereo unspecified) in LAP4 TOR yeast: 103
Cc1nn2c(N)c(C#N)cnc2c1-c1ccc(Cl)cc1 in RPL19A TOR yeast: 88
O=C(O)c1cccnc1SCc1ccccc1Cl in Yeast superoxide: 96
Cc1ccccc1N1C(S)=C(C#N)C(=O)NC1c1cccs1 (stereo unspecified) in RPL19A TOR yeast: 101

Compounds as they come; 1.7% or so of the library scored in one or more.
